ABHD4 inh – ABHD4 (mouse) inhibition, primary FP screen; Q8VD66; purified mABHD4, FP-Rh probe fluorescence polarization; inhibition, % at 8.92 µM; 370,000 compounds, 0.54% hits; AID 720543;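 active = inhibition exceeding the mean over every tested compound plus 3 SD, cut at about 30% in these data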;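 note: 0% = plate median of compound wells and 100% = S159A mutant with DMSO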
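Material: mouse ABHD4 enzyme, wild type; Benchmarks: S159A mutant high control, sample median low control; Buffer or medium: HEPES pH 7.0, NaCl, Pluronic buffer; Signal: fluorescence polarization; Read-out: percent inhibition of probe binding, normalized to plate controls; Timing: pre-incubation 45 min, probe exposure 60 min, at 25 °C; Dosing: 8.92 µM, single dose.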
UHRF1 MBD2 ctr – human UHRF1 methylated DNA binding inhibitors | Q96T88 | UHRF1 binding to methylated oligo, TR-FRET | inhibition, % at 4.4 µM | 370,000 compounds, 0.75% hits; in the data active = inhibition above about 21%;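 note: UHRF1 SRA domain binding a hemimethylated CpG hairpin DNA probe; 0% = median of test compound wells and 100% = reference inhibitor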
HTRA1 inh – inhibitors of human serine peptidase HTRA1. Q92743. 340,000 compounds, 0.5% hits. AID 504803. recombinant HTRA1, FP-rhodamine activity-based probe, fluorescence polarization. inhibition, % at 5.96 µM; in the data active = inhibition above about 36%;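 note: 0% = enzyme with DMSO and 100% = wells lacking enzyme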
Target sequence (Q92743 whole entry, looked up): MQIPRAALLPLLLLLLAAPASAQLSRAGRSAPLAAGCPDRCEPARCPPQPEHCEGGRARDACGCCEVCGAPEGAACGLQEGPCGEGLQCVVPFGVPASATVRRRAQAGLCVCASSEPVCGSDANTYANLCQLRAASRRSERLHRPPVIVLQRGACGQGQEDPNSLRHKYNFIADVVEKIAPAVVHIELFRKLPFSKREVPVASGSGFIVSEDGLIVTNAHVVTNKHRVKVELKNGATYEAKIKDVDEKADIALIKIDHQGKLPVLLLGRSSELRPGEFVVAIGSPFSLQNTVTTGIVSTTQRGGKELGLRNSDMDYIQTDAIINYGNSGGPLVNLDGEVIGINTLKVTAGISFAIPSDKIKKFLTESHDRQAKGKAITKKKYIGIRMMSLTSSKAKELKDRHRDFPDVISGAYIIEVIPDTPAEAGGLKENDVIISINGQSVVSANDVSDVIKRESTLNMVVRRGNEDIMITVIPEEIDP
PRMT1 FP inh – inhibitors of human PRMT1 | Q99873 | recombinant PRMT1, activity-based probe fluorescence polarization | inhibition, % at 2.79 µM | 370,000 compounds, 1.3% hits | AID 652257;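 active = inhibition above about 21% made by adding two undisclosed values, limit read from the data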
Target sequence (Q99873 whole entry, looked up): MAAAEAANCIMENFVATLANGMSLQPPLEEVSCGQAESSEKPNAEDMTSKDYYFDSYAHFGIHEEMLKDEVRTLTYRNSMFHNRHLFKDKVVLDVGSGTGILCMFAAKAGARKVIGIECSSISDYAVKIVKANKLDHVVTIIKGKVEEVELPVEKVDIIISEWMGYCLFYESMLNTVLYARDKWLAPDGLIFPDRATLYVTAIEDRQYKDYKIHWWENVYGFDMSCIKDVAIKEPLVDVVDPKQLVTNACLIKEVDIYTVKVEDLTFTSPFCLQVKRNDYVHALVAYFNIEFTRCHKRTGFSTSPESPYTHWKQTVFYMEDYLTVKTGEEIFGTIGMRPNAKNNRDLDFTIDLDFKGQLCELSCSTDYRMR
TCR CD3 inh – inhibitors of human TCR-CD3 interaction. TAMRA-labeled TCR probe fluorescence, biochemical. inhibition, % at 9.4 µM. 360,000 compounds, 0.37% hits. AID 651800; in the data active = inhibition above about 19%;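 note: recombinant mutant TCR 2C K166C tagged with TAMRA read by polarization; 0% = receptor in buffer alone and 100% = receptor with positive control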
SIAE primary – blocks human sialic acid acetylesterase; SIAE FP-Rh probe binding, fluorescence polarization; Q9HAT2; inhibition, % at 9.66 µM; 370,000 compounds, 0.69% hits;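 active = inhibition above a cutoff: mean of compounds within the control limits plus 3 SD of those, cut at about 17% in these data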;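 note: 0% = plate median of compound wells and 100% = probe without SIAE protein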
PG9 binder – binds the HIV-1 gp120 antibody PG9; TR-FRET gp120-PG9 antibody binding; inhibition, % at 6.7 µM; 360,000 compounds, 0.43% hits; in the data active = inhibition above about 8.5%
TDP2 inh – TDP2 (human) inhibition, absorbance primary screen; 370,000 compounds, 0.34% hits; inhibition, % at 12.8 µM; recombinant TDP2, T5PNP hydrolysis, p-nitrophenol absorbance 415 nm;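 active = inhibition above the mean of all tested compounds plus 3 SD, set per campaign, cut at about 25% in these data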;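 note: 0% = DMSO with enzyme and 100% = buffer with substrate but no TDP2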
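Test system: Human TDP2 enzyme | Reagent: 5 mM T5PNP | Compound dosing: 12.8 µM single point, 1% DMSO | Incubation: Enzyme reaction with compound for 2 h at 37 °C | Technique: p-Nitrophenol epi absorbance | Read-out: % inhibition relative to enzyme-containing and enzyme-free wells | Benchmarks: High control without enzyme, low control DMSO plus TDP2 | Replicates: Singlicate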
Tn7 DDE FP – disrupts Tn7 cyclic peptide binding to fibrin D-Dimer-E complex; inhibition, % at 8.3 µM; 370,000 compounds, 0.13% hits; FP displacement of FITC-Tn7 peptide from fibrin DD(E); 0% = median of compound wells per plate; P02675;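 active = inhibition above the mean of compounds falling within the control limits plus 3 SD of them, cut at about 14% in these data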;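 note: 0% = plate median of compound wells and 100% = 10 µM Aha-Tn7 peptide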
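Assay system: human fibrin DD(E) protein / Input: 2 µM fibrin DD(E) / Benchmarks: high control of 10 µM Aha-Tn7 peptide / Measured by: fluorescence polarization of the labelled Tn7 tracer / Medium: Tris buffer with calcium and detergent, pH 7.8 / Timing: 10 min compound pre-incubation, 3 h probe incubation at room temperature / Repeats: one replicate per compound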
LEDGF integ inh – blocks HIV-1 LEDGF/p75-dependent DNA integration; 370,000 compounds, 0.64% hits; TR-FRET IN-LEDGF/p75 DNA integration, Eu/Cy5; inhibition, % at 3.7 µM;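 active = inhibition above the screen-wide mean plus 3 SD, cut at about 13% in these data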;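 note: signal is the Cy5 over europium emission ratio at 671 and 618 nm; 0% = plate median of compound wells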
* marks the source's active call; other numbers are inactive results.

Results for CC(C)(C)OC(=O)N[C@H](C(=O)OC(C)(C)C)c1ccc2ccccc2c1 ?
ABHD4 inh: 1; UHRF1 MBD2 ctr: 15; HTRA1 inh: 6; PRMT1 FP inh: -1; TCR CD3 inh: 1; SIAE primary: -1; PG9 binder: 0.1; TDP2 inh: 0; Tn7 DDE FP: 0; LEDGF integ inh: 3

How did CCN(CC(=O)NCc1cccs1)C(=O)CCC(=O)c1ccc(F)cc1 do in these assays?
ABHD4 inh: -2; UHRF1 MBD2 ctr: 1; HTRA1 inh: -5; PRMT1 FP inh: -4; TCR CD3 inh: 3; SIAE primary: -3; PG9 binder: 0.6; TDP2 inh: 9; Tn7 DDE FP: -8; LEDGF integ inh: 2

How did N/C(=N\OC(=O)N1c2ccccc2Sc2ccccc21)c1ccccc1 do in these assays?
ABHD4 inh: 14; UHRF1 MBD2 ctr: 4; HTRA1 inh: -13; PRMT1 FP inh: 1; TCR CD3 inh: 5; SIAE primary: 8; PG9 binder: -3.2; TDP2 inh: -13; Tn7 DDE FP: 0; LEDGF integ inh: 2

Results for CC(C(=O)N(C)C)N1c2cccc3cccc(c23)S1(=O)=O (centres undefined) ?
ABHD4 inh: 5; UHRF1 MBD2 ctr: 1; HTRA1 inh: 3; PRMT1 FP inh: 8; TCR CD3 inh: -15; SIAE primary: -4; PG9 binder: -0.1; TDP2 inh: 2; Tn7 DDE FP: -6; LEDGF integ inh: -4

What do the screens show for `Nc1ncnc2c1ncn2C1O[C@H](CO)[C@@H](O)[C@@H]1O` (some centres undefined)?
ABHD4 inh: -2; UHRF1 MBD2 ctr: -3; HTRA1 inh: 13; PRMT1 FP inh: -4; TCR CD3 inh: 1; SIAE primary: -1; PG9 binder: -0.8; TDP2 inh: -1; Tn7 DDE FP: -2; LEDGF integ inh: 1

What do the screens show for `COc1ccc(/C=C/S(=O)(=O)NC2CCCC2)c(CNC(=O)OC(C)(C)C)c1`?
ABHD4 inh: -6; UHRF1 MBD2 ctr: -2; PRMT1 FP inh: 2; SIAE primary: -2; TDP2 inh: 5; Tn7 DDE FP: 1; LEDGF integ inh: -4

Results for O=C1CC(Nc2ccccc2)C(=O)N1CCc1ccccc1 (centres undefined) ?
ABHD4 inh: -6; UHRF1 MBD2 ctr: 1; HTRA1 inh: 0; PRMT1 FP inh: 1; TCR CD3 inh: 7; SIAE primary: 5; PG9 binder: -1.2; TDP2 inh: 0; Tn7 DDE FP: 0; LEDGF integ inh: 5

Results for O=C(CN1C(=O)C2CC=C(Cl)CC2C1=O)N1CCOCC1 (centres undefined) ?
ABHD4 inh: -10; UHRF1 MBD2 ctr: 4; HTRA1 inh: 0; PRMT1 FP inh: 2; TCR CD3 inh: -9; SIAE primary: -6; PG9 binder: 1.8; TDP2 inh: -14; Tn7 DDE FP: 5; LEDGF integ inh: 5

Results for Cc1cccc(NC(=O)C(C)N2C(=O)C3C4CC(C(Br)C4Br)C3C2=O)c1 (centres undefined) ?
ABHD4 inh: -7; UHRF1 MBD2 ctr: 11; HTRA1 inh: -44; PRMT1 FP inh: -2; TCR CD3 inh: -6; SIAE primary: -6; PG9 binder: 1.2; TDP2 inh: 4; Tn7 DDE FP: 2; LEDGF integ inh: -3

Results for Cc1ccc(S(=O)(=O)N2CCCCC2)cc1NC(=O)COC(=O)C1=COCCO1 ?
ABHD4 inh: 8; UHRF1 MBD2 ctr: -1; HTRA1 inh: -2; PRMT1 FP inh: 1; TCR CD3 inh: 4; SIAE primary: -1; PG9 binder: -1.7; TDP2 inh: 6; Tn7 DDE FP: 3; LEDGF integ inh: -1

Results for O=C1NC(=Nc2ccc(O)cc2)S/C1=C/c1ccco1 ?
ABHD4 inh: 3; UHRF1 MBD2 ctr: 1; HTRA1 inh: 3; PRMT1 FP inh: 7; TCR CD3 inh: -11; SIAE primary: 4; PG9 binder: -7.1; TDP2 inh: -2; Tn7 DDE FP: 4; LEDGF integ inh: 0

What do the screens show for `O=C(Cc1cccc2ccccc12)Nc1cc(C(=O)O)cc(C(=O)O)c1`?
ABHD4 inh: 5; UHRF1 MBD2 ctr: 1; HTRA1 inh: -1; PRMT1 FP inh: 3; TCR CD3 inh: -8; SIAE primary: 0; PG9 binder: 1.2; TDP2 inh: 0; Tn7 DDE FP: -4; LEDGF integ inh: 3

How did Cc1cc(C)cc(NC(=O)N2c3ccccc3NC(=O)CC2C)c1 (centres undefined) do in these assays?
ABHD4 inh: -4; UHRF1 MBD2 ctr: -2; HTRA1 inh: 3; PRMT1 FP inh: -10; TCR CD3 inh: 0; SIAE primary: 8; PG9 binder: -1.2; TDP2 inh: -2; Tn7 DDE FP: 3; LEDGF integ inh: 6

Results for CCCCOc1ccc(C(=O)N2CCCC2)cc1 ?
ABHD4 inh: 0; UHRF1 MBD2 ctr: 0; HTRA1 inh: -1; PRMT1 FP inh: 0; TCR CD3 inh: -1; SIAE primary: -1; PG9 binder: -0.2; TDP2 inh: 2; Tn7 DDE FP: 5; LEDGF integ inh: -4

What do the screens show for `O=C(CSc1ncnc2sc3c(c12)CCCC3)c1ccccc1`?
ABHD4 inh: 3; UHRF1 MBD2 ctr: -2; HTRA1 inh: 11; PRMT1 FP inh: 0; TCR CD3 inh: 0; SIAE primary: 2; PG9 binder: -0.5; TDP2 inh: -13; Tn7 DDE FP: 8; LEDGF integ inh: -1

How did CCc1cc(CNC(=O)C2CCC(=O)N(Cc3cccc(F)c3)C2)on1 (centres undefined) do in these assays?
ABHD4 inh: 10; UHRF1 MBD2 ctr: -2; HTRA1 inh: 4; PRMT1 FP inh: 0; TCR CD3 inh: 2; SIAE primary: 0; PG9 binder: -0.4; TDP2 inh: 4; Tn7 DDE FP: -3; LEDGF integ inh: -2

How did COc1ccc(Cl)cc1NC(=O)CCN1CCN(C)CC1 do in these assays?
ABHD4 inh: 1; UHRF1 MBD2 ctr: -1; HTRA1 inh: 3; PRMT1 FP inh: 1; TCR CD3 inh: 4; SIAE primary: 2; PG9 binder: -2.4; TDP2 inh: -1; Tn7 DDE FP: -4; LEDGF integ inh: 2

Results for CCN(CC)c1ccc(N2C(=NC(=O)C3CCCO3)SC3CS(=O)(=O)CC32)cc1 (centres undefined) ?
ABHD4 inh: 2; UHRF1 MBD2 ctr: 2; HTRA1 inh: -2; PRMT1 FP inh: 2; TCR CD3 inh: 2; SIAE primary: 8; PG9 binder: -2.2; TDP2 inh: -2; Tn7 DDE FP: -4; LEDGF integ inh: 1

Results for COc1cc(NCC(=O)Nc2cccc(S(=O)(=O)N3CCCCC3)c2)cc(OC)c1OC ?
ABHD4 inh: -5; UHRF1 MBD2 ctr: -6; HTRA1 inh: 1; PRMT1 FP inh: 3; TCR CD3 inh: 3; SIAE primary: 6; PG9 binder: -2.7; TDP2 inh: 3; Tn7 DDE FP: -7; LEDGF integ inh: 3

How did Cc1nc2sc(C(=O)c3ccccc3)c(N)c2c2c1CCCC2 do in these assays?
ABHD4 inh: 2; UHRF1 MBD2 ctr: -1; HTRA1 inh: -22; PRMT1 FP inh: 4; TCR CD3 inh: 8; SIAE primary: 6; PG9 binder: -3.8; TDP2 inh: 4; Tn7 DDE FP: -2; LEDGF integ inh: 2

Fetched by compound from above, 2 records:
How did N/C(=N\OC(=O)N1c2ccccc2Sc2ccccc21)c1ccccc1 do in these assays?
ABHD4 inh: 14; UHRF1 MBD2 ctr: 4; HTRA1 inh: -13; PRMT1 FP inh: 1; TCR CD3 inh: 5; SIAE primary: 8; PG9 binder: -3.2; TDP2 inh: -13; Tn7 DDE FP: 0; LEDGF integ inh: 2

What do the screens show for `O=C(Cc1cccc2ccccc12)Nc1cc(C(=O)O)cc(C(=O)O)c1`?
ABHD4 inh: 5; UHRF1 MBD2 ctr: 1; HTRA1 inh: -1; PRMT1 FP inh: 3; TCR CD3 inh: -8; SIAE primary: 0; PG9 binder: 1.2; TDP2 inh: 0; Tn7 DDE FP: -4; LEDGF integ inh: 3

Continued:
Results for CC1(C)OC(=O)C(=CNc2ccccc2)C(=O)O1 ?
ABHD4 inh: -5; UHRF1 MBD2 ctr: -1; HTRA1 inh: 1; PRMT1 FP inh: -4; TCR CD3 inh: 8; SIAE primary: -2; PG9 binder: 0.4; TDP2 inh: 4; Tn7 DDE FP: 0; LEDGF integ inh: 1

How did CCOC(=O)C(NC(=O)c1ccc(OC)cc1)(N1CCOCC1)C(F)(F)F (centres undefined) do in these assays?
ABHD4 inh: 1; UHRF1 MBD2 ctr: 6; HTRA1 inh: 2; PRMT1 FP inh: -1; TCR CD3 inh: 0; SIAE primary: -1; PG9 binder: -2.2; TDP2 inh: -3; Tn7 DDE FP: -7; LEDGF integ inh: 4

Results for Cc1ccc[n+](C(C)C(=O)Nc2ccc(C)c([N+](=O)[O-])c2)c1 (centres undefined) ?
ABHD4 inh: -3; UHRF1 MBD2 ctr: 0; HTRA1 inh: -4; PRMT1 FP inh: -2; TCR CD3 inh: 8; SIAE primary: 0; PG9 binder: -0.9; TDP2 inh: 0; Tn7 DDE FP: -7; LEDGF integ inh: -1

How did COc1cccc(/C=N/Nc2snc(SC)c2C#N)c1 do in these assays?
ABHD4 inh: 15; UHRF1 MBD2 ctr: 4; HTRA1 inh: -4; PRMT1 FP inh: 13; TCR CD3 inh: -7; SIAE primary: 12; PG9 binder: -2.4; TDP2 inh: -13; Tn7 DDE FP: 12; LEDGF integ inh: -4

How did CC(=O)Nc1cccc(-c2csc(Nc3ccc(Cl)cn3)n2)c1 do in these assays?
ABHD4 inh: -1; UHRF1 MBD2 ctr: 0; HTRA1 inh: -21; PRMT1 FP inh: -1; TCR CD3 inh: 5; SIAE primary: 14; PG9 binder: -2.3; TDP2 inh: 3; Tn7 DDE FP: 1; LEDGF integ inh: 5

How did COc1cc(NC2CCCCC2O)c2nc(-c3ccc(Cl)cc3)ccc2c1 (centres undefined) do in these assays?
ABHD4 inh: 8; UHRF1 MBD2 ctr: -9; HTRA1 inh: 16; PRMT1 FP inh: 1; TCR CD3 inh: 3; SIAE primary: 1; PG9 binder: 0.1; TDP2 inh: 33*; Tn7 DDE FP: 1; LEDGF integ inh: 12

What do the screens show for `O/N=C/c1cn(-c2ccccc2)nn1`?
ABHD4 inh: -2; UHRF1 MBD2 ctr: -2; HTRA1 inh: 8; PRMT1 FP inh: -1; TCR CD3 inh: 8; SIAE primary: -3; PG9 binder: -3.7; TDP2 inh: 5; Tn7 DDE FP: -9; LEDGF integ inh: 5

Results for O=c1cc(S(=O)(=O)Cc2ccccc2)[nH]c(=O)[nH]1 ?
ABHD4 inh: 0; UHRF1 MBD2 ctr: 0; HTRA1 inh: -3; PRMT1 FP inh: 6; TCR CD3 inh: 2; SIAE primary: 5; PG9 binder: -0.8; TDP2 inh: 14; Tn7 DDE FP: 3; LEDGF integ inh: 0

Bioassay records from PubChem BioAssay.
